NPYLR7 ag = mosquito NPYLR7 agonism. activation, % at 10 µM. HEK293T NPYLR7/Galpha15, GCaMP6s calcium fluorescence. actives 0.15% (n = 270,000); in the data active means activation above about 40%;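 further: 0% = vehicle and 100% = reference agonist at the receptor; some compounds past the cut are filed as inactive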
mcGAS lum = mouse cGAS inhibition by luminescence; inhibition, % at 12.5 µM; actives 0.15% (n = 160,000); recombinant cGAS, Kinase-Glo ATP depletion luminescence;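 further: 0% = negative control wells and 100% = reference inhibitor with no enzyme activity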
hcGAS inh = blocks human cGAS activity | recombinant h-cGAS, ATP depletion, Kinase-Glo luminescence | actives 0.081% (n = 290,000) | AID 1259398 | Q8N884 | inhibition, % at 12.5 µM;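 further: 0% = vehicle reaction and 100% = reaction without DNA for no activity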
Target sequence (Q8N884 whole entry, looked up): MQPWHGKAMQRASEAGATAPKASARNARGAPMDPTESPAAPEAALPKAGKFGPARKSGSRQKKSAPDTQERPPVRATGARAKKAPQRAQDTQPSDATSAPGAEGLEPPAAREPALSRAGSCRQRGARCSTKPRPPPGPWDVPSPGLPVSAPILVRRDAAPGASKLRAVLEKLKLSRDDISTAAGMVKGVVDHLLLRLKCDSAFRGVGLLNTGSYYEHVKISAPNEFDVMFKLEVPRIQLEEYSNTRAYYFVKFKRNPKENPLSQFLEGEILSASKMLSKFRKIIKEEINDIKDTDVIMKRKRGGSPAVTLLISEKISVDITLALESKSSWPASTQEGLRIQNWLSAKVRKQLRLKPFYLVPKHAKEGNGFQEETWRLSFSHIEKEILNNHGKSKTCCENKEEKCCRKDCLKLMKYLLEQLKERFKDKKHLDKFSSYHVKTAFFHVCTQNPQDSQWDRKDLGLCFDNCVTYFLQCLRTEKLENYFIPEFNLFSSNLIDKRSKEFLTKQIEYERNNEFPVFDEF
An asterisk follows results filed as active; . = no result given; & = joins results of further samples. Unless noted, no stated cut-off is given here; in the data, active means inhibition above about 40%; inactive means the rest.

Molecule	NPYLR7 ag	mcGAS lum	hcGAS inh
COc1ccc(N2CCN(Cn3cnc4ccccc43)CC2)cc1	0	.	-11
O=C(NCCc1ccc2c(c1)OCO2)C1CCN(C(=O)C=Cc2ccccc2)CC1	3	-1	1
N#Cc1c(-c2ccc(Cl)cc2)cc(-c2ccccc2)nc1SCc1ccccc1	-6	2	6
CCCCN(CC(=O)Nc1cc(-c2ccccc2)nn1-c1ccc(C)cc1C)C(=O)Nc1ccc(OCC)cc1	16	-3	-9
COc1cccc(CN(CC2CC(c3ccc(F)cc3)=NO2)C(=O)C2CCCC2)c1 (stereo not given)	19	-4	-1
Cc1cccc(COC(CN2CCN(S(=O)(=O)c3cccc(C(F)(F)F)c3)CC2)c2ccc(Cl)cc2)c1 (stereo not given)	.	-7	-5
Cc1cc(C)c2oc(-c3ccc(NC(=O)c4ccc(Cl)cc4Cl)cc3)nc2c1	-5	-7	-3
CCc1nc2ccc(C(=O)N3CCN(S(=O)(=O)CC)CC3)cn2c1N(C)CCC(C)C	-6	-5	-5
COc1ccc(C2c3ccsc3CCN2C(=O)CN(C(=O)c2ccc([N+](=O)[O-])cc2)C(C)(C)C)cc1 (stereo not given)	19	-4	-9
O=C(c1cn(CC2CCCO2)nn1)N1CCN(Cc2ccc3c(c2)OCO3)CC1 (stereo not given)	16	.	-4

(more compounds)
Molecule	NPYLR7 ag	mcGAS lum	hcGAS inh
NS(=O)(=O)c1ccc2nc(NC(=O)c3cnccn3)sc2c1	1	.	0
O=C1N(Cc2cccc(F)c2)c2ccccc2OC1(F)F	2	.	-6
COc1ccc(N=c2oc3cc(OC(C)=O)ccc3cc2C(=O)NC(C)=O)cc1	-2	.	-4
Cc1c(CN2CCCC(CCC(=O)Nc3ccccc3F)C2)[nH]c2c(C)cccc12 (stereo not given)	-19	-2	9
O=C(Nc1cc(F)cc(N2CCOCC2)c1)c1ccc2c(c1)CCC2	0	-7	-11
Cc1ccc(N(CC(=O)NCc2cc(-c3ccccc3)n[nH]2)S(C)(=O)=O)cc1	7	.	-7
COc1ccccc1C(=O)N1CCN(c2ccc(Cl)cc2C)C(=O)C1C (stereo not given)	4	-3	-4
C=CC[C@@H]1CC=C[C@@H](C)N1Cc1nc(-c2cc3c(cc2Cl)OCO3)oc1C	1&-8	-1	-9&3
CCN(CC)CCn1c(C)c(C)n2c3c(=O)[nH]c(=O)n(C)c3nc12	-3	.	-8
COC(=O)c1ccc(-c2nc(CN3CCCCC3CCn3cccn3)c(C)o2)cc1 (stereo not given)	7	.	-4

Continued.
Molecule	NPYLR7 ag	mcGAS lum	hcGAS inh
O=C(/C=C/c1cccs1)N(CCCn1ccnc1)c1nc2ccc(Cl)cc2s1	-13	-10	-4
COc1ccccc1C(=O)N(CCN(C)C)c1nc2c(OC)ccc(Cl)c2s1	11	.	-4
Cc1ccc(S(=O)(=O)Nc2c(-c3ccccc3)c3cc(C)ccc3[nH]c2=O)cc1	-4	.	5
CCC(C)N(Cc1cc(NC(=O)COC)ccc1N(C)C)C(=O)c1ccc(F)cc1 (stereo not given)	11	-4	-3
O=C1COc2ccc(S(=O)(=O)Nc3cc(Cl)ccc3Oc3ccccc3)cc2N1	1	-1	2
CCS(=O)(=O)c1ccccc1C(=O)NNC(=O)Cc1ccc(Cl)cc1	0	-14	-1
O=S(=O)(NCCNc1cc(-n2cccn2)ncn1)c1ccccc1	-7	-5	-4
Cc1cc(C(=O)N2CCCC(CN3CCOCC3)CC2)nn1C (stereo not given)	.	3	9
COc1nc(-c2cccs2)n(-c2cccc(NC(=O)c3ccc(C(F)(F)F)cc3)c2)n1	2	-7	-5
Cn1cc(C(CC(=O)NCCN2CCCC2)c2cccc(F)c2)c2ccccc21 (stereo not given)	.	-4	-4

Next section:
Molecule	NPYLR7 ag	mcGAS lum	hcGAS inh
C=CCn1ncc(-c2nc3c(cnn3C3CCCCC3)[nH]2)c1C	-2	.	-1
CCN1CCN(C(=O)c2ccc(CSc3nnc(-c4ccc(C)cc4)n3-c3cccc(Cl)c3)cc2)CC1	2	-5	-10
Cc1nn(Cc2ccccc2F)c(=O)c2c1cnn2-c1ccc(F)cc1	10	.	-5
CCOc1ccc2nc(SCC(=O)Nc3ccccc3C(F)(F)F)sc2c1	-9	0	-1
O=C(NC1CC(=O)N(CCCc2ccccc2)C1)c1ccncc1 (stereo not given)	4	.	-6
COc1ccc(CN2CCN(Cc3ccc4ncccc4c3)CC2CCO)cc1C (stereo not given)	-4	.	-4
Nc1nnc(SCc2cccnc2)s1	3	0	1
Cc1cc(Br)c2c(c1)c(N=NC(=O)COc1cc(C(C)C)ccc1C)c(O)n2C	-10	4	-1
CCCCC(=O)NNC(=O)c1ccc(=O)n(Cc2ccc(Cl)cc2)c1	-11	-9	-11
CCOc1ccc2nc(SCC(=O)Nc3ccc(S(N)(=O)=O)cc3)sc2c1	-9	-5	-1

The list goes on:
Molecule	NPYLR7 ag	mcGAS lum	hcGAS inh
COc1ccc(-c2cc(C(=O)Nc3ccc(F)cc3)c(C)n2-c2ccccc2F)cc1	7	-5	-2
CN1CCC2(CC1)CN(Cc1cccn1-c1ncccn1)CCCN2C	3	-12	-6
Cc1cc(C(=O)N2CCOCC2)nn1CC(=O)Nc1nccs1	-1	.	-11
COC[C@H](Cc1ccccc1)NC(=O)c1cccnc1Nc1cccc(Cl)c1	-12	-3	-6
CC1CC(=O)Nc2ccccc2N1Cc1ccn(C)c(=O)c1 (stereo not given)	14	.	-4
CSCCC(=O)N1CCCC(Nc2ccc(F)cc2)C1 (stereo not given)	3	.	-2
Cc1ccc(S(=O)(=O)N2CCc3ccc(NC(=O)C4CCCO4)cc3C2)cc1 (stereo not given)	3	.	-12&-6
CCN(CC)C(=O)Oc1ccc2c(ccn2Cc2cc(C)cc(C)c2)c1NC(=O)c1cc(F)ccc1F	-1	-9	-10
O=C(Oc1ccc(Cl)c2ccccc12)N1CCCCC1	-5	.	-2
O=C(COc1ccc(Cl)cc1Cl)Nc1nc2ccc(Cl)cc2s1	-5	.	0

Following part.
Molecule	NPYLR7 ag	mcGAS lum	hcGAS inh
Cc1cc(NC(=O)CCn2nc(-c3cccs3)oc2=O)ccc1Br	0	-6	-5
COc1cc(-c2nc3cc(C)ccn3c2NC(C)(C)CC(C)(C)C)ccc1O	-8	-1	-4
CCCCCn1c(-c2ccc(C)cc2)n[nH]c1=S	0	-7	-6
O=C(Nc1ccccc1)c1cc2n(n1)CCCN(C(=O)[C@H](O)c1ccccc1)C2	9	.	-5
CCN(Cc1ccc(Cl)s1)C(=O)c1ccc2nc3n(c2c1)CCC3	-2	.	-3
CCn1c(C2CCN(C(=O)Cn3cnc4ccccc43)CC2)nn(C)c1=O	-1	1	-1
Cc1ccc(CN(C(=O)CN2CCCC(CO)C2)C2CC2)o1 (stereo not given)	0	.	9
CCN(CC)C(=O)Oc1ccc2c(ccn2Cc2cccc(C)c2)c1NC(=O)c1ccc(Cl)c(Cl)c1	2	-6	-6
O=C(Cc1ccc([N+](=O)[O-])cc1)NCc1nnnn1-c1ccccc1	-7	-6	-2
C[N+](C)(C)CC(O)CC(=O)O (stereo not given)	-3&33	.	1&1

Additional compounds follow.
Molecule	NPYLR7 ag	mcGAS lum	hcGAS inh
COCCNC(=O)c1cc(NC(=O)c2ccc(C(F)(F)F)cc2)ccc1N1CCN(c2ccccc2OC)CC1	.	-8	-15
CN1CCC2(CCCN(C(=O)C3(S(=O)(=O)c4ccccc4)CC3)C2)C1 (stereo not given)	2	.	-5
CCC1(C)NC(=O)N(N=CC=C2N(C)c3ccccc3C2(C)C)C1=O (stereo not given)	9	.	-7
CCCn1c(SCC(=O)Nc2cc(C)no2)nc2sc(CC)cc2c1=O	2	.	1
O=C(c1cn(-c2ccccc2)nc1-c1cccs1)N1CCC(NS(=O)(=O)c2ccccc2)CC1	-5	2	-3
CN(C)CCNC(=O)CCN(Cc1ccco1)C(=O)c1csc(Nc2ccc(F)cc2)n1	-10	.	0
COc1cccc(F)c1-c1ccc2ncnc(NCCO)c2c1	8	-11	-4
COCCN(Cc1c(-c2ccccc2)noc1N1CCN(C)CC1)C(=O)c1ccc(OC)cc1	11	-5	-5
CCN(CC)C(=NS(=O)(=O)c1ccc(Br)cc1)c1ccccc1	-8	-5	-4
Cc1cccc2nc(C(=O)NCc3cccnc3N3CCN(C)CC3)c(F)n12	-2	.	-5

Next section; it opens with the 3 that closed the last part.
Molecule	NPYLR7 ag	mcGAS lum	hcGAS inh
COCCN(Cc1c(-c2ccccc2)noc1N1CCN(C)CC1)C(=O)c1ccc(OC)cc1	11	-5	-5
CCN(CC)C(=NS(=O)(=O)c1ccc(Br)cc1)c1ccccc1	-8	-5	-4
Cc1cccc2nc(C(=O)NCc3cccnc3N3CCN(C)CC3)c(F)n12	-2	.	-5
CN(CC(=O)NC1CC1)S(=O)(=O)c1ccccc1C(F)(F)F	-3	.	-6
O=C(/C=C/c1ccc2c(c1)OCO2)Oc1coc(CSc2ncccn2)cc1=O	-11	-2	-5
Cc1cccc(CN(CC(O)COC(C)C)C2CC2)c1 (stereo not given)	10	-4	-1
COc1cc(C(=O)N2CCN(c3ccc(NC(=O)c4ccccc4F)cn3)CC2)cc(Cl)n1	-4	-4	-3
Cc1ccc(F)cc1-n1c(-c2ccn[nH]2)n[nH]c1=O	1	-19	-2
CCSC1=NCCN1C(=O)c1ccc(Cl)cc1Cl	-10	2	3
O=C1NC(=Nc2ccccc2Cl)S/C1=C/c1ccc([N+](=O)[O-])o1	9	15	2
CCCCCN(CC(=O)Nc1cc(C)on1)CC(=O)Nc1cc(C)on1	-3	-3	-8
O=C(c1cc(COc2ccc3c(c2)CCCC3)on1)N1CCSCC1	5&-4	-3	-12&-10
CCn1cc2c(n1)-c1c(oc(C(=O)O)c1C)CC2	3	-4	-9

Next part:
Molecule	NPYLR7 ag	mcGAS lum	hcGAS inh
CCOC(=O)c1ccc2c(c1)nc(SCc1cc3c(cc1Cl)OCO3)n2Cc1cccc(F)c1	13	-7	-2
CCc1nc2ccc(C(=O)N3CCN(C)CC3)cn2c1N(CC)Cc1cccc(Br)c1	-4	1	1
O=[N+]([O-])c1ccc(Sc2nnnn2-c2ccccc2)c(Cl)c1	1	-3	-1
Cc1cccc(S(=O)(=O)NC(=O)C2(C)CCN2C(=O)c2sccc2C)c1 (stereo not given)	0	.	-9
COc1cccc2c1OCCCN(C(C)C(=O)NC1CCCC1)C2 (stereo not given)	6	-10	-6
Cc1ccnc(CC(C)N(C)C(=O)c2cnn3ccccc23)c1 (stereo not given)	-1	-11	-7
O=C(CC1CCCCN1S(=O)(=O)c1ccccc1)Nc1ccc(F)c(Cl)c1 (stereo not given)	1	.	5
O=C(CNS(=O)(=O)c1ccc(Cl)c(C(F)(F)F)c1)N1CCC2CCCCC2C1 (stereo not given)	-2	.	-5
CCOC(=O)c1nn(-c2ccc(F)cc2)c(=O)cc1OCc1ccccc1C	17	.	-5
COCCCN(CC(=O)N1CCc2sccc2C1c1ccc(Cl)cc1Cl)S(=O)(=O)c1ccc([N+](=O)[O-])cc1 (stereo not given)	.	-4	-3

Additional records:
Molecule	NPYLR7 ag	mcGAS lum	hcGAS inh
Cc1ccc(-c2nc(C=Nc3ccc(Cl)cn3)c(O)o2)cc1	-5	.	-9
CC(C)CCCC1CN(C(=O)c2snnc2C(C)C)CCO1 (stereo not given)	6	-13	-7
Cc1ccc2[nH]c(=O)cc(C(=O)N3CCN(C)C4(CCN(C)CC4)C3)c2c1	17	.	-5
N#Cc1c(Cl)nsc1NCc1cccnc1Oc1cccc(F)c1	0	.	-1
OCCN(Cc1ccccc1)Cc1nc(-c2ccccn2)no1	1	.	2
CCOCCCNC(=O)Nc1ccccc1OC(F)F	9	-9	-5
CN(C)c1cc(N/N=C\c2ccc(Cl)cc2)nc(N(C)C)n1	-10	-3	1
N#Cc1c(SCC(=O)NCC2CCCO2)nc2c(c1-c1ccco1)CCC2=Cc1ccco1 (stereo not given)	4	-4	-7
COc1ccc(C(CC(=O)N2CCN(c3ccccc3OC)CC2)c2cn(C)c3ccccc23)cc1OC (stereo not given)	.	-5	-8
Cc1ncc(CN(C)CCCCN2CCOCC2)[nH]1	.	0	4

Ordered by SMILES length (descending): 3 of the compounds above.
Molecule	NPYLR7 ag	mcGAS lum	hcGAS inh
Cc1ccc(-c2nc(C=Nc3ccc(Cl)cn3)c(O)o2)cc1	-5	.	-9
CC(C)CCCC1CN(C(=O)c2snnc2C(C)C)CCO1 (stereo not given)	6	-13	-7
Cc1ncc(CN(C)CCCCN2CCOCC2)[nH]1	.	0	4

(cont.)
Molecule	NPYLR7 ag	mcGAS lum	hcGAS inh
Cc1ccc(-c2csc3nc(C4CC4)[nH]c(=O)c23)c(C)c1	-19&-1	.	-4&-3
Cc1cccc(CO[C@]2(C(=O)NCC3CC3)CC(OCc3ccc(C#N)cc3)[C@H](O)[C@H](O)C2)c1 (stereo not given in full)	4	-1	0
Fc1cc(F)c(C2c3cccn3CCCN2Cc2cccs2)cc1F (stereo not given)	5	0	2
CC1CC(=O)N(N(C)C)C2(C#N)C(N)=NC(=O)C12C#N (stereo not given)	-1	.	-2
CN(C)c1ccc(-c2cc[n+](-c3[nH]c(=O)sc3C=O)cc2)cc1	38	-6	-3

High-throughput results (PubChem BioAssay)

The order is random, and some 0.29% of all compounds hit somewhere here.
